# KB-3-1 cytotox: KB-3-1 parental cell cytotoxicity; AID 1347075; 1.4% of 400,000 active; Potency, µM (series often up to 46.1 µM), without a hit: at the top dose activity change, negative = cytotoxic, hits mostly cytotoxic; KB-3-1 viability, CellTiter-Glo ATP luminescence, 72 h; note: potency is the fitted concentration of half-maximal effect; % is set by controls: 0 for no effect and ±100 for the full control effect; nearly all actives have a fitted effect of over 60% in size
#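 Screening of KB-3-1 cells (DMEM, 10% FBS, phenol-red free) ran from lowest to highest compound concentration; after 72 h at 37 °C viability was read luminescently and curves fitted.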
# HT1080-NT tox: kills 2HG-producing HT-1080-NT fibrosarcoma cells. AID 686970. 1.6% of 360,000 active. Potency, µM (series often up to 46.1 µM), without a hit: at the top dose activity, negative = less viability, most hits filed as cytotoxic. HT-1080-NT fibrosarcoma viability, CellTiter-Glo ATP luminescence, 48 h;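 note: NT is the 2HG producing partner of a matched IDH1 knockdown line; potency is the fitted concentration of half-maximal effect; 0% = DMSO-treated cells and -100% = media-only wells without cells; nearly all actives have a fitted effect of over 55% in size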
#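 Fibrosarcoma NT cells, 750 per well in 5% FBS RPMI, were exposed to compound for 48 hours. Viability: CellTiter-Glo luminescence.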
# ATXN2 expr inh: inhibitors of ATXN2 expression; HEK-293 ATXN2-luciferase reporter, luminescence, 24 h; Potency, µM (titrated, usually from 57 µM), for the others: at the top dose activity change, negative = inhibition, hits mostly inhibitors; 0.72% of 360,000 active; AID 1745845; note: potency is the fitted concentration of half-maximal effect; % is set by controls: 0 for no effect and ±100 for the full control effect; nearly all actives have a fitted effect of over 55% in size
#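 qHTS (up to 57 uM final) was run with 24 h compound exposure of reporter cells at 37 °C. Each well was multiplexed: SteadyGlo luminescence measured ATXN2-luciferase expression after a fluorogenic Gly-Phe-AFC viability readout (25 uM final).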
# HepG2 tox: counter-screen for TGF-b inhibitors: cytotoxicity in HepG2 cells; 0.76% of 410,000 active; Potency, µM (top dose mostly 46.1 µM), for inactives: at the highest dose activity change, negative = cytotoxicity, hits mostly cytotoxic; AID 588856; HepG2 CAGA-GFP viability, ATP luminescence, 18 h; note: potency is the fitted concentration of half-maximal effect; some results filed as inactive show a strong effect at the top dose
#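 CellTiter-Glo luminescence gave cytotoxicity after 18 hours at 37 degrees C. The cells were HepG2 CAGA-GFP in 1% FBS DMEM, stimulated with 500 pg/mL TGF-beta after compound addition. %Activity was normalised to no-cell wells (complete cell-killing) and DMSO (no toxicity), and curves were fitted and classified.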
# HT1080 IDH1KD tx: kills HT-1080 cells with IDH1 knockdown; AID 686971; Potency, µM (titrated, usually from 46.1 µM), inactives show at the top dose activity, negative = toxicity, usual class: cytotoxic; 2% of 360,000 active; HT-1080 IDH1 knockdown viability, ATP luminescence, 48 h;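 note: potency is the fitted concentration of half-maximal effect; 0% = DMSO wells and -100% = cell-free medium wells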
#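 Cytotoxicity counter-line: IDH1KD HT-1080, 48 h, CellTiter-Glo. Curves classed by r2, magnitude and activity.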
# IL1B secr inh: inflammasome signaling inhibition, IL-1 beta readout; THP-1 LPS/ATP IL-1B secretion, AlphaLISA, 16 h; hits give low values; activity change, % at 57.5 µM; 4.7% of 360,000 active; AID 743279; in the data active = activity change below about -50%; inconclusive = mostly about -30% to -49%; note: % is set by controls: 0 for no effect and ±100 for the full control effect
#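 Secreted IL-1B measured by AlphaLISA bead assay after 16 h compound exposure of THP-1 cells; compounds (final up to 57.5 uM) added 1 h before LPS (250 ng/mL) and ATP (1.25 mM) stimulation; lower signal means less secretion.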
# MCF10A rereplic: induces DNA re-replication in MCF 10a normal breast cells; MCF 10A DNA re-replication, Hoechst nuclear intensity, 48 h; Potency, µM (series often up to 46.1 µM), for inactives: at the top dose activity, positive = re-replication, usual class: activators; 2.9% of 350,000 active; AID 624296; note: potency is the fitted concentration of half-maximal effect; % of control where 0% means no effect; nearly all actives have a fitted effect of over 50% in size
# ATXN viability: viability counter-screen for ATXN expression inhibitors. S2 cells (HEK-293 line with an ATXN2-luciferase reporter) viability, CellTiter-Fluor protease fluorescence, 24 h. Potency, µM (series often up to 56.7 µM), actives largely listed as cytotoxic. 0.49% of 400,000 active. AID 651635; note: potency is the fitted concentration of half-maximal effect; nearly all actives have a fitted effect of over 40% in size
# SW480 rerep: inducers of DNA re-replication in SW480 colon cancer cells. 1.8% of 340,000 active. AID 624297. SW480 DNA re-replication, Hoechst DNA content imaging, 48 h. Potency, µM (highest dose often 46.1 µM), for the others: at the highest dose re-replication activation, usual class: activators; note: potency is the fitted concentration of half-maximal effect; % of control where 0% means no effect; nearly all actives have a fitted effect of over 55% in size
#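 SW480 cells exposed to compounds for 48 hr at 37 C, 5% CO2, then Hoechst-stained 40 min. Nuclear DNA content imaged by fluorescence scanning (405 nm excitation, 500-530 nm emission); re-replication scored as increased high-intensity nuclei.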
# * hit, by the source's call; i = inactive; ? = inconclusive; . = not tested or not shown; & = joins results of further samples; [ ] = remark or other dose. Unless noted, calls come from the whole dose curve; as a rule, active = well fitted curve in the direction sought with a large enough effect; inconclusive = small, poorly fitted or top-dose-only effect, or another doubt; inactive = no such curve, though single readings can be large; an effect the other way counts as inactive or inconclusive.
# Sequence of screens – KB-3-1 cytotox | HT1080-NT tox | ATXN2 expr inh | HepG2 tox | HT1080 IDH1KD tx | IL1B secr inh | MCF10A rereplic | ATXN viability | SW480 rerep
1) COc1ccccc1/C=C/C1(C(=O)NC2CCCC2)CC(=O)N1c1ccccc1 (stereo unspecified)
    3.7µM* | 16µM* | . | 8% | ? | 97 | 9.2µM* | ? | 7.3µM*
2) CCC1(C)CN=C(c2ccccc2)NC1 (stereo unspecified)
    16% | -2% | 4% | -3% | 2% | 8 | -2% | i | 0%
3) COc1ccc(/C=C/C(=O)NC(=S)NNC(=O)c2cccs2)cc1
    ? | ? | -27% | -20% | ? | 64 | 10µM* | i | 23µM*
4) CC1CCCC(C)N1C(=O)Cc1ccccc1 (stereo unspecified)
    14% | -1% | 8% | 8% | 45% | 4 | ? | i | -4%
5) Cc1ccc2oc(C(=O)N3CCC(O)(c4ccccc4)CC3)c(C)c2c1
    1% | 5% | . | 0% | 4% | 10 | 0% | i | -4%
6) COC(=O)C1(C)NC(c2ccco2)C2C(=O)N(c3ccc(F)cc3)C(=O)C21 (stereo unspecified)
    13% | 9% | -13% | -5% | 13% | -1 | -2% | i | -2%
7) CCOc1ccc2oc(C(=O)OCC(=O)N3CCCC(C)C3)c(C)c2c1 (stereo unspecified)
    ? | -3% | 4% | -24% | -4% | 0 | 17% | i | 4%
8) CC(C)Cn1c(N)c(C(=O)COC(=O)c2ccccc2Cl)c(=O)n(C)c1=O
    -17% | -15% | . | 0% | 0% | 1 | -2% | ? | 2%
9) CC(=O)OC(C(=O)NC1CCCCC1)c1cccc(C)c1 (stereo unspecified)
    -9% | 9% | 4% | 3% | 10% | -3 | -9% | i | -5%
10) O=C(N/N=C/c1ccc(OC(=O)c2ccccc2)cc1)c1cccnc1
    6% | -24% | 14% | 29% | ? | 30 | 13% | i | 0%
11) COc1ccc(NC(=O)c2cccc3c2C(=O)N(CC2CCCO2)C3)cc1OC (stereo unspecified)
    5% | 10% | -22% | -2% | 11% | ? | 14% | i | -6%
12) Cc1ccc(-n2cnc3sc(C)c(C)c3c2=O)cc1
    15% | 26% | 2%[11.3 µM] | -1% | ? | -16 | 1% | i | 9%[1.84 µM]
13) COc1ccc(CNC(=O)CN(c2ccc(OC)c(Cl)c2)S(=O)(=O)c2ccc(C)cc2)cc1
    . | 0% | 5% | -2% | -8% | 8 | ? | i | 3%
14) COc1cccc(CNC(=O)C2CC(=O)N(C3CCCCC3)C2)c1 (stereo unspecified)
    2% | 2% | -6% | 5% | 4% | 21 | 0% | i | -1%
15) O=C(Cc1ccccc1)NNC(=S)Nc1ccccc1
    14% | 21% | 12% | -3% | 16% | 28 | 10% | i | -4%
16) O=C(CSCc1cnn(-c2ccccc2)c1-n1cccc1)N1CCN(Cc2ccccc2)CC1
    0% | -11% | -5% | -24% | 3% | -1 | ? | i | 4%
17) C=CCNC(=O)/C(C#N)=C/c1c(N2CCN(c3ccc(OC)cc3)CC2)nc2c(C)cccn2c1=O
    -2% | -19% | . | -13% | -18% | 10 | -5% | i | -10%
18) CCC(=O)Nc1cc2nn(-c3ccc(C)cc3)nc2cc1C
    -9% | 0% | -47% | 8%&-3% | 1% | 35 | 0% | i | -10%
19) C#CCOCCOCCOCCNc1nc(N2CCN(C(=O)CCCCCCCCCCNC(=O)Cn3cc(C[C@@H](C)O)nn3)CC2)nc(N2CCN(C(=O)CCCCCCCCCCNC(=O)[C@@H]([C@H](C)CC)n3cc(CCCCCN)nn3)CC2)n1
    23µM* | 18µM* | 20µM* | -113% | 23µM* | -105* | ? | . | ?
20) COc1ccc(NS(=O)(=O)c2c(C)cc(C)cc2C)cn1
    7% | -6% | -13% | -20% | -18% | 7 | 3% | i | -2%
21) CCC(=O)n1nc(-c2cccnc2)nc1NCc1ccccc1
    ? | -35% | -6% | 3% | 4.6µM* | 4 | -4% | i | -2%
22) CCOc1ccc(NC(=O)CN(C)C(=O)C(C)Oc2ccc(Cl)cc2)cc1OCC (stereo unspecified)
    -4% | 11% | 0% | 2% | 3% | -1 | 1% | i | -28%
23) O=C(NCCO)C1CCN(S(=O)(=O)c2ccc(F)cc2)CC1
    0% | 17% | 10% | 0% | 1% | -18 | 0% | i | -2%
24) COC(=O)c1cc(C(=O)Nn2cnnc2)cc([N+](=O)[O-])c1
    5% | 6% | . | 15% | 1% | 4 | -5% | i | -9%
25) CC1CCCCN1C(=O)CSc1nc2c(c(=O)n(C)c(=O)n2C)n1C (stereo unspecified)
    24% | -1% | 18% | -7% | -2% | 15 | -8% | i | -8%
26) COc1cccc(N(CC(=O)NC(C)c2ccccc2)S(C)(=O)=O)c1 (stereo unspecified)
    8% | 5% | -6% | 13% | 8% | -6 | -185%[0.0737 µM] | i | -15%
27) CCOC(=O)c1ccc(NC(=O)NCc2ccc(OC)cc2)cc1
    8% | 10% | -2% | 7% | 6% | 25 | -4% | i | 2%
28) CCS(=O)(=O)NC(=O)C1(C)CCN1C(=O)C1(c2ccc(Cl)cc2)CC1 (stereo unspecified)
    0% | 12% | 0% | 2% | 0% | 32 | . | i | .
29) O=C(CSc1ccccn1)N/N=C/c1ccccc1[N+](=O)[O-]
    27% | 22% | 16% | 3% | 16% | -6 | 8% | i | -2%
30) COc1cc(C(=O)OC2CCOC2=O)cc(Cl)c1OC (stereo unspecified)
    -4% | 0% | 5% | 0% | 10% | 35 | -14% | i | -8%
31) CC1CCC(C(O)(C(=O)c2ccccc2)c2ccccc2)C(=O)C1 (stereo unspecified)
    ? | -26% | . | -57% | ? | -10 | . | i | .
32) O=C(CSc1nnc(SCc2cccc3ccccc23)s1)c1ccc2c(c1)OCO2
    -11% | 13% | 3% | -19% | 12% | -16 | 0% | i | -5%
33) CCCCNc1cc(C)nc(NCc2ccccc2)n1
    6.5µM* | 26µM* | ? | -94% | 23µM* | -98* | 25% | ? | -2%[9.22 µM]
34) CC1(C)C[C@H]2C3=CCC4[C@@]5(C)CC[C@H](O)[C@](C)(CO)C5CC[C@@]4(C)[C@]3(C)C[C@H]3O[C@@H]1[C@H](O)[C@]32CO (stereo partly specified)
    -2% | 3% | -1% | 2% | 18% | 23 | 13% | ? | -2%
35) COC(=O)c1cc(OC)c(OC)cc1NC(=O)CSCc1c(C)noc1C
    -3% | -2% | . | 0% | -8% | 20 | -4% | i | -5%
36) CC1CCN(CCCCOc2ccc(Br)cc2)CC1
    0% | -7% | -4% | 5% | -12% | -10 | ? | i | 2%
37) CNc1ncnc2c1ncn2[C@@H]1O[C@H](CO)[C@@H](O)[C@H]1O
    0% | 14% | 63%[activator] | 6% | 12% | 55 | 20% | i | 0%
38) COc1ccccc1-n1c(C)cc(/C=C2/C(=N)N3C(=NC2=O)SN=C3S(C)(=O)=O)c1C
    12% | -11% | 11% | 2% | -12% | 4 | ? | i | 1%
39) CSc1ncccc1C(=O)NNc1cc(Cl)ccc1Cl
    -2% | -19% | -3% | -3% | -14% | 13 | 1% | i | -6%
40) COc1cc(NC(C)C(=O)N2CC(C)OC(C)C2)cc(OC)c1 (stereo unspecified)
    0% | 14% | 9% | -1% | 8%[9.24 µM] | 38 | 4% | i | -11%
41) COc1ccc(/C=C(\C#N)C(=O)NCCCn2ccnc2)cc1
    15% | 3% | 4% | -12% | 17% | -1 | 3% | i | -5%
42) CC1(C)CC(=O)c2cnc(NCC3CCCO3)nc2C1 (stereo unspecified)
    14% | 8% | 22% | -9% | 8% | 18 | 1% | ? | -6%
43) COC(=O)c1ccccc1NC(=O)c1cnn2c(C)cc(C)nc12
    0% | 1% | -24% | 0% | -2% | 47 | 1% | i | 2%
44) Cc1cccc(NC(=S)N(CCN(C)C)C(C)c2ccco2)c1 (stereo unspecified)
    6% | 27% | -1% | 5% | 8% | 0 | 16% | i | 1%
45) COc1ccccc1OCCNC(=O)CC(NC(C)=O)c1ccccc1 (stereo unspecified)
    -8% | 11% | 5% | 0% | 10% | -3 | 6% | i | -4%
46) CC(=O)c1ccc(N2CCN(S(=O)(=O)c3ccc(-c4coc(C)n4)cc3)CC2)cc1
    0% | . | 9% | -47% | . | . | . | i | .
47) O=C(NCCc1csc2nc(-c3ccccc3F)nn12)c1ccco1
    4% | . | -3% | 0% | . | . | . | i | .
48) CC(C)OC(=O)CSc1nnc(C2CCCCC2)n1N
    3% | -1% | . | -9% | 3% | 0 | -1% | i | -15%
49) CCCOc1ccccc1-n1sc2c(c1=S)-c1cc(OC)cc3c1N(C(=O)C3=O)C2(C)C
    ? | ? | ? | -34% | ? | -4 | ? | ? | ?
50) O=C(Nc1c(Cl)cc(Cl)cc1C(=O)NCc1cccnc1)c1ccc(Cl)cc1Cl
    ? | -4% | -11% | 1% | -5% | 27 | -4% | i | 6%
51) O=C(Nc1cccc(-n2cnnn2)c1)c1ccoc1COc1ccc(Cl)cc1
    -11% | -16% | -1% | -9% | -30% | 49 | -2% | i | -1%
52) CN(C(=O)CSc1nc2ccc(NC(=O)c3ccccc3F)cc2s1)c1ccccc1
    ? | . | 4% | -29% | . | . | . | i | .
53) COC(=O)c1ccc(/C=C2\SC(=S)N(CCCC(=O)N3CCOCC3)C2=O)cc1
    -1% | 0% | 12% | -3% | -5% | -8 | -23% | i | -20%
54) Cc1ccc(C)c(-n2c(Cc3cc(=O)[nH]c(=O)[nH]3)nnc2SCC(=O)NCC2CCCO2)c1 (stereo unspecified)
    1% | 3% | 12% | -16% | -1% | 4 | -2% | i | -3%
55) CCOC(=O)c1[nH]c(C)c(CCC(=O)NCc2ccccc2)c1C
    1% | . | 0% | 7% | . | . | . | i | .
56) COc1ccc(Nc2oc(/C=C/c3ccc(OC)c(OC)c3)nc2C#N)cc1
    7% | . | 13% | -26% | . | . | . | i | .

# With a hit mark in SW480 rerep, of those listed so far:
entry | Structure | IL1B secr inh | SW480 rerep
1 | COc1ccccc1/C=C/C1(C(=O)NC2CCCC2)CC(=O)N1c1ccccc1 (stereo unspecified) | 97 | 7.3µM*
3 | COc1ccc(/C=C/C(=O)NC(=S)NNC(=O)c2cccs2)cc1 | 64 | 23µM*

# Screens (PubChem BioAssay)
